# High-throughput results from PubChem.
# Mcl1-Noxa inh = Mcl-1/Noxa interaction inhibition. inhibition, % at 21.7 µM. Q07820. 1.5% of 220,000 active. TR-FRET Mcl-1/Noxa peptide binding, 2 h. AID 1022;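 active = compounds that cut the protein-peptide binding signal by more than 50% relative to plate controls in a single-dose test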;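 also: His-tagged Mcl-1 with rhodamine Noxa BH3 peptide and terbium anti-His antibody; 0% = Mcl-1 plus Noxa peptide wells and 100% = peptide-only wells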
# Target sequence (Q07820 whole entry, looked up): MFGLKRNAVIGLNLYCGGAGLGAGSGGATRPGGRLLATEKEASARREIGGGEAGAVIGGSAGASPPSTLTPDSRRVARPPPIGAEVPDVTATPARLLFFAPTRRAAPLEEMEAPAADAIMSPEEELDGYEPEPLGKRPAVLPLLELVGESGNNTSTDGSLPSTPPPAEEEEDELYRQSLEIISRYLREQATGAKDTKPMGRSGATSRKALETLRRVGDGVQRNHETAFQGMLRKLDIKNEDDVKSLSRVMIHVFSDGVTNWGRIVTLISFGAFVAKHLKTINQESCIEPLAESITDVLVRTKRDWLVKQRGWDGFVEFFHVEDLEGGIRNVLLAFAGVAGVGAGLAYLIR
# Rac1 mut GTP = human Rac1 activated mutant GTP binding change. GST-Rac1 activated beads, fluorescent GTP binding, flow cytometry; actives lie on both sides; 100% means binding = to untreated wells. percent activity (GTP binding), % at 10 µM. 0.11% of 190,000 active. AID 764;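 active = GTP binding at least 20 percentage points away from the 100% baseline, in either direction, so actives lie on both sides; inconclusive = Compound likely fluorescent itself, or too few beads counted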
# Cdc42 wt GTP = changes GTP binding to wildtype human Cdc42; GST-Cdc42 beads, Bodipy-GTP binding, flow cytometry; actives lie on both sides; 0.2% of 190,000 active; AID 761; P60953; percent activity (GTP binding), % at 10 µM;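 active = percent activity GTP binding at least 20 points away from the 100% baseline, either down as inhibitor or up as activator; inconclusive = compound flagged as likely green fluorescent from well-wide comparison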;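 also: median bead fluorescence of bound Bodipy-FL-GTP at 100 nM; 0% = excess unlabeled GTP control and 100% = no compound control; below 100% means less GTP binding so inhibitor and above means activator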
# Target sequence (P60953 whole entry, looked up): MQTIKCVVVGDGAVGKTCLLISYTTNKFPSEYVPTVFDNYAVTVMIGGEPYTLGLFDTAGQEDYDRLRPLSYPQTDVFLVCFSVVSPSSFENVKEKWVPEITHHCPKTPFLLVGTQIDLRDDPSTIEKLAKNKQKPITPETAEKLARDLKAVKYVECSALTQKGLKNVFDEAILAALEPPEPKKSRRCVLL
# HRas wt GTP bind = modulators of GTP binding to human HRas wildtype | GTP binding activity, % at 10 µM | 0.14% of 190,000 active | P01112 | GST-Ras wt beads, Bodipy-FL-GTP binding, flow cytometry; actives lie on both sides;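 active = GTP binding activity at least 20% away from the 100% baseline, either lowered as inhibitor or raised as activator; inconclusive = flagged as likely green fluorescent, judged across all proteins in the well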;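 also: 0% = unlabeled GTP competition control and 100% = no-compound control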
# Target sequence (P01112 whole entry, looked up): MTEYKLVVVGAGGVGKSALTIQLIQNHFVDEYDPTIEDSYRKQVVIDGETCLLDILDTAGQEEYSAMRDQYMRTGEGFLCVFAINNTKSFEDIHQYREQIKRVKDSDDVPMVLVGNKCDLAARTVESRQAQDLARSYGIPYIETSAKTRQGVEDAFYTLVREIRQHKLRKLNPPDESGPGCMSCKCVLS
# Rab7 wt modul = dog Rab7 wildtype GTP binding, inhibitors and activators; GTP binding activity (percent of control), % at 10 µM; GST-Rab7 beads, fluorescent GTP binding, flow cytometry; actives lie on both sides; untreated = 100%, excess cold GTP = 0%; 0.055% of 190,000 active;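 active = fluorescent GTP binding to Rab7 beads changed by at least 20 points from the 100% baseline, either direction, mostly lower; inconclusive = compound itself probably fluorescent, or too few beads counted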;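 also: median green fluorescence of bound Bodipy-FL-GTP per Rab7 bead population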
# Rab2A wt mod = changes GTP binding to wildtype dog Rab2A, up or down; 0.19% of 190,000 active; AID 760; GTP binding activity, % at 10 µM; GST-Rab2 wt beads, Bodipy-GTP binding, flow cytometry; P61105;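 active = GTP binding activity at least 20 points away from 100%, either lowered or raised; inconclusive = signal likely due to the compound's own green fluorescence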;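 also: 0% = beads with excess unlabeled GTP and 100% = no-compound control corrected for plate trend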
# GSH bead fluor = GSH bead compound fluorescence profile; GSH beads flow cytometry, compound fluorescence 488/530 nm; hits give high values; fluorescence (KMESF) at 10 µM; 0.25% of 190,000 active; in the data active = fluorescence above about 89;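 also: glutathione beads carrying GST-tagged Bcl family fusion proteins plus one bare bead set; values are compound well signal with DMSO vehicle wells as background; inactives centre near 16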
# Rac1 wt modul = alters GTP binding to wildtype human Rac1; P63000; GST-Rac1 beads, fluorescent GTP binding, flow cytometry; actives lie on both sides; 0 = cold GTP competed, 100 = untreated; GTP binding activity (% of control), % at 10 µM; 0.27% of 190,000 active; AID 757;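 active = GTP binding activity at least 20 points away from the 100% control level, either lower or higher; inconclusive = compound flagged as likely green fluorescent, judged across all proteins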
# Avidin fluor = compound fluoresces at 488/530 nm on avidin beads; 0.38% of 220,000 active; fluorescence (KMESF) at 10 µM; AID 1775; compound fluorescence 488/530 nm, flow cytometry; hits give high values; in the data active = fluorescence above about 47; also: inactives centre near 10
# Mcl1 Bid PPI = Mcl-1/Bid interaction inhibition. Q07820. inhibition, % at 21.7 µM. TR-FRET Mcl-1/Bid-Dy647 peptide binding, 1536-well. 0.97% of 220,000 active. AID 1021;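 active = compounds that cut the binding signal by more than half at the single screening dose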;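 also: His-tagged Mcl-1 with europium anti-His antibody binding Bid BH3 peptide; 0% = Mcl-1 plus peptide wells and 100% = peptide-only wells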
# Pf gamet viab = inhibitors of late stage P. falciparum gametocyte viability; inhibition, % at 10.9 µM; P. falciparum stage V gametocytes, ATP luminescence, 24 h; 0.065% of 150,000 active;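 active = inhibition above the mean plus 3 SD of compounds within the control limits, set per campaign, cut at about 38% in these data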;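 also: 0% = DMSO wells and 100% = medium only without gametocytes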
# Starred values were filed as active, the others as inactive; ? = inconclusive; / = not tested or not shown.
SMILES	Avidin fluor	Pf gamet viab	Rac1 mut GTP	GSH bead fluor	Cdc42 wt GTP	HRas wt GTP bind	Rab7 wt modul	Rac1 wt modul	Mcl1 Bid PPI	Rab2A wt mod	Mcl1-Noxa inh
CC1CCC(N2CCNCC2)CC1 (stereo not given)	9	-14.7	98.0	10	99.0	97.0	98.0	104.0	0.2	98.0	31.6
CSc1ccc2nnc(-c3cccc(F)c3)n2n1	18	/	94.0	18	89.0	90.0	100.0	96.0	-72.7	88.0	13.8
Nc1cc(Cl)nc(N/N=C/c2c(O)ccc3ccccc23)n1	16	-20.4	98.0	15	99.0	97.0	102.0	98.0	-28.4	96.0	23.1
Cc1ccccc1Cn1nc(C)c(NC(=O)c2noc3c2CCc2ccccc2-3)c1C	5	/	96.0	19	98.0	97.0	97.0	97.0	4.3	98.0	1.9
Cc1ccccc1Cn1cc(NC(=O)c2noc3c2CC(C(C)(C)C)CC3)cn1 (stereo not given)	15	/	?	29	?	?	?	?	-20.8	?	26.6
CC1CCN(c2nc3ccc(C(=O)N4CCN(Cc5ccc6c(c5)OCO6)CC4)cc3s2)CC1	8	/	101.0	20	104.0	102.0	100.0	108.0	-7.8	101.0	21.8
CCc1ccc(-c2cc(C(=O)NCc3ccccn3)c3ccccc3n2)cc1	13	/	98.0	2	96.0	96.0	90.0	101.0	5.3	97.0	-3.8
CC(=O)NCc1ccc(C(=O)CCl)cc1	10	13.6	97.0	14	93.0	97.0	96.0	100.0	-13.3	97.0	9.8
CCOc1ccc(NC(=O)NC(=O)N(C(C)C)S(C)(=O)=O)cc1	11	1.8	96.0	22	96.0	99.0	104.0	100.0	-25.1	99.0	7.9
CCOC(=O)C1CCN(S(=O)(=O)c2ccc(C)c(C)c2)CC1	15	/	96.0	13	97.0	98.0	106.0	98.0	-4.0	100.0	0.4
O=C(COc1cc(=O)n2c(n1)SCCC2)c1ccccc1	9	/	102.0	22	103.0	102.0	96.0	100.0	-15.6	103.0	4.9
COc1ccc(-c2cn3cccnc3n2)cc1Br	2	17.1	101.0	5	102.0	104.0	104.0	106.0	-8.3	102.0	-1.4
COc1ccc(CCN=Cc2c(C)[nH]n(-c3ccc([N+](=O)[O-])cc3)c2=O)cc1OC	5	2.1	95.0	11	94.0	96.0	100.0	99.0	0.5	98.0	-6.9
CCn1c(CNC(=O)c2ccccc2)nnc1SCC(=O)N1CCN(c2ccccc2)CC1	9	11.9	100.0	21	105.0	101.0	99.0	104.0	-22.9	101.0	7.7
COC(=O)C1=C(N)Oc2cc(C)n(C)c(=O)c2C1c1ccc(Cl)cc1 (stereo not given)	10	/	96.0	29	98.0	99.0	98.0	100.0	-12.4	98.0	0.0
Cc1ccc(C)n1-c1ccc(C(=O)NC2CCN(Cc3ccccc3)CC2)cc1	5	-18.3	103.0	11	98.0	100.0	102.0	103.0	11.2	99.0	27.4
Cc1ccc(OCC(=O)Nc2ccccc2Sc2ccccc2)c([N+](=O)[O-])n1	14	-4.0	98.0	6	97.0	97.0	98.0	102.0	4.5	97.0	15.4
Cc1noc(C)c1S(=O)(=O)Nc1ccc(C(=O)NCCc2ccccc2)cc1	13	/	99.0	24	105.0	104.0	97.0	100.0	4.6	103.0	1.5
CCC(c1nnnn1Cc1ccco1)N(Cc1cc2cc(OC)ccc2[nH]c1=O)C1CCCCC1 (stereo not given)	7	/	89.0	35	96.0	97.0	95.0	90.0	/	95.0	/
CC(=O)NC(=S)NNC(=O)CCc1ccccc1	7	-9.0	90.0	7	90.0	93.0	101.0	90.0	-41.3	95.0	-13.1
Cn1c(=O)c(C(=O)CN2CCCc3ccccc32)c(N)n(Cc2ccccc2)c1=O	41	18.2	98.0	28	99.0	100.0	105.0	103.0	-22.5	100.0	2.4
CC/C(=N\O)c1ccc(OC)c(OC)c1	10	20.0	103.0	79	101.0	100.0	97.0	103.0	-37.8	99.0	12.2
COc1ccc(C2OC(=O)CC2C(=O)NCc2ccccc2Cl)cc1OC (stereo not given)	16	/	93.0	9	97.0	95.0	94.0	95.0	-11.0	95.0	-3.4
CCOC(=O)COc1ccc(S(=O)(=O)N2CCc3ccccc3C2)cc1	7	/	94.0	27	99.0	99.0	101.0	101.0	-3.3	100.0	2.8
Cc1c2c([n+]3n1CCC3)CC(C)(C)CC2=O	37	-13.5	98.0	20	105.0	102.0	100.0	107.0	-6.2	102.0	3.3
CCCCn1c(=O)c2ccccc2c2ccccc2c1=O	8	/	98.0	73	99.0	98.0	97.0	98.0	2.1	98.0	-13.3
CC(C)CC(NC(=O)CCl)c1ccccc1 (stereo not given)	2	/	101.0	6	104.0	103.0	97.0	104.0	-16.7	101.0	-8.8
OCC1(CCOc2ccccc2)CCN(Cc2cn[nH]c2-c2ccc(F)cc2)CC1	6	-3.1	95.0	18	100.0	99.0	100.0	102.0	-52.1	98.0	12.8
Cc1nc(CSc2ccc(Cl)cc2)cc(N2CC(C)OC(C)C2)n1 (stereo not given)	23	22.0	98.0	11	99.0	98.0	102.0	99.0	-8.6	98.0	2.9
CCC(Sc1nc2ncnc(N)c2[nH]1)C(=O)O (stereo not given)	9	-4.0	97.0	24	98.0	101.0	105.0	101.0	-24.6	98.0	16.9
CCC(c1nnnn1C1CCCCC1)N(Cc1ccco1)Cc1cc2ccc(OC)cc2[nH]c1=O (stereo not given)	8	/	97.0	18	91.0	100.0	98.0	97.0	-8.4	100.0	7.3
COc1ccccc1NC(=S)NN1CCN(C)CC1	14	37.1	100.0	3	105.0	100.0	104.0	109.0	-42.8	102.0	13.3
CCc1ccccc1NC(=O)CC(c1ccc(OC)cc1)n1cccc1 (stereo not given)	2	8.7	105.0	6	102.0	102.0	103.0	98.0	-13.9	101.0	1.5
CCOCCOC(=O)C1=C(C)Nc2ccc(C)cc2S1	20	2.3	97.0	49	99.0	102.0	97.0	100.0	-9.9	100.0	27.1
CCN(CC)S(=O)(=O)c1ccc(N2CCOCC2)c(NC(=O)Cc2ccc(Cl)cc2)c1	8	/	97.0	18	100.0	99.0	100.0	102.0	-16.4	96.0	18.4
O=C(c1ccco1)N(Cc1cc2ccccc2[nH]c1=O)C1CCCCC1	17	/	102.0	20	102.0	98.0	98.0	103.0	-9.4	102.0	-5.7
CC1=C(C(=O)Nc2cccc(C)n2)C(c2ccc3c(c2)OCO3)C2=C(CC(c3ccco3)CC2=O)N1 (stereo not given)	9	/	95.0	14	98.0	98.0	96.0	97.0	-25.0	97.0	6.5
CCOC(=O)N1CCC(NC(=O)c2csc3c2CCCC3)CC1	7	/	95.0	23	99.0	98.0	100.0	97.0	-20.5	99.0	3.9
CN(CCC#N)C(=O)COC(=O)c1cccnc1Nc1ccccc1F	24	4.1	96.0	11	92.0	98.0	104.0	94.0	-15.6	95.0	-21.5
CN(C)/C=C/C(=O)c1ccc(Cl)cc1Cl	7	0.2	96.0	16	93.0	97.0	104.0	101.0	-38.9	98.0	0.9
Cn1nnnc1SCC(=O)NC(=O)NCc1ccccc1	15	-9.1	101.0	18	105.0	105.0	100.0	103.0	-6.2	104.0	1.1
O=C(NCc1ccco1)c1noc2c1CCCCC2	8	/	102.0	22	108.0	105.0	99.0	104.0	-3.1	102.0	-3.5
Cc1c(-c2cccc(NC(=O)c3ccco3)c2)nc2ncccn12	13	/	94.0	11	95.0	89.0	90.0	89.0	-2.3	91.0	-10.5
Cc1c(C(=O)NC(Cc2ccccc2)c2nc3ccccc3[nH]2)cccc1[N+](=O)[O-] (stereo not given)	4	-6.4	98.0	24	102.0	99.0	98.0	103.0	16.2	97.0	29.5
O=C(CCn1c(=O)c2ccccc2n(CC(=O)NCCC2=CCCCC2)c1=O)NCc1ccco1	9	-28.0	96.0	10	96.0	98.0	99.0	101.0	-28.4	100.0	1.1
CC(C)c1nc(-c2ccccc2)c(-c2ccccc2)[nH]1	16	6.2	?	35	?	?	?	?	5.1	?	24.6
Cc1cc(C)cc(Nc2cc(=O)n(C3CCCCC3)c(=O)[nH]2)c1	40	/	98.0	12	99.0	100.0	101.0	101.0	-8.2	99.0	-4.2
CC(=O)N1CCN(C(=S)c2ccc(Cl)cc2)CC1	6	/	98.0	13	101.0	101.0	97.0	101.0	-30.5	99.0	0.2
CCN(CC)c1ccc2cc(C(=O)NNC(=O)c3ccc(S(=O)(=O)N4CCCCC4)cc3)c(=O)oc2c1	12	1.9	95.0	8	99.0	98.0	99.0	100.0	-21.4	97.0	-11.2
Cn1c(N)c(C(=O)COC(=O)c2ccnc3ccccc23)c(=O)n(C)c1=O	10	/	101.0	16	103.0	97.0	95.0	104.0	-1.8	97.0	21.5
Cn1c(=O)n(Cc2ccccc2F)c2ccccc21	9	/	95.0	35	95.0	96.0	97.0	99.0	-6.1	95.0	-2.3
Cn1cnc([N+](=O)[O-])c1Sc1ccc(Br)cc1	3	0.3	98.0	8	105.0	101.0	97.0	105.0	-0.5	97.0	2.2
COc1ccc(C)cc1S(=O)(=O)N(CC(=O)NCc1ccc(Cl)cc1)Cc1ccccc1	10	/	102.0	41	103.0	103.0	104.0	107.0	-24.2	101.0	-12.8
O=C(CNC(=O)c1ccc(Cl)cc1)OCc1nc2ccccc2s1	7	4.1	96.0	11	98.0	100.0	97.0	100.0	-23.5	99.0	13.3
CCOc1ccc(-c2c(C)n([O-])c3c([n+]2=O)CCCC3)cc1	9	-5.7	97.0	9	103.0	102.0	101.0	102.0	-11.0	99.0	2.5
CCN(CC)c1ccc(/C=N/N=C(N)N)c(O)c1	10	14.6	94.0	18	96.0	95.0	97.0	97.0	-12.4	92.0	29.4
CCOC(=O)c1cnc2ccc(Cl)cc2c1Nc1ccc(S(=O)(=O)Nc2ncccn2)cc1	1	/	91.0	11	95.0	92.0	95.0	90.0	-5.8	88.0	20.3
CC(C)(C)c1ccccc1NC(=O)c1c(O)c2cccc3c2n(c1=O)CC3	8	/	101.0	21	98.0	99.0	100.0	99.0	-46.7	102.0	-52.7
CCN(CC)S(=O)(=O)c1cccc(C(=O)Nc2nc3cc4c(cc3s2)OCCO4)c1	24	-5.2	98.0	17	99.0	100.0	100.0	102.0	-3.7	98.0	-2.2
COc1cc(/C=C/C(=O)OCC(=O)Nc2cc(C(F)(F)F)ccc2N2CCOCC2)ccc1O	12	/	103.0	9	104.0	103.0	103.0	104.0	-5.0	101.0	27.9
S=c1[nH]nc(CCc2nc3ccccc3[nH]2)n1-c1cccc(Cl)c1	13	3.4	95.0	12	97.0	94.0	92.0	95.0	-44.0	94.0	-3.6
